High-throughput results: PubChem BioAssay, National Center for Advancing Translational Sciences (NCATS)
Pf Dd2 growth – Plasmodium falciparum Dd2 growth inhibition; actives 4.3% (n = 120,000); AID 1347417; Potency, µM (highest dose often 28.9 µM), for inactives: at the highest dose activity, negative = inhibition, most hits filed as inhibitors; P. falciparum Dd2 growth, SYBR Green, 72 h; active = well fitted inhibition curve with a large enough effect; inconclusive = small, poorly fitted or top-dose-only effect; inactive = no such curve, though single readings can be large or run the other way;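 note: plate controls were DMSO vehicle for no effect and reference drug for full effect; nearly all actives have a fitted effect of over 65% in size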
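Infected erythrocytes (Dd2, 0.3% parasitemia, 2.5% hematocrit final) are added to compound in RPMI-1640/Albumax II medium, grown 72 h at 37C in low oxygen, then lysed with saponin/Triton-X containing SYBR Green and read by fluorescence.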
An asterisk follows results filed as active; i = inactive; ? = inconclusive; [ ] = dose if it differs, or a comment. Potency is the fitted concentration of half-maximal effect.

No.	canonical_smiles	Pf Dd2 growth
1	Cc1cccc(C)c1NC(=O)CCCN1C(=O)CCn2nc(-c3cn(C)c4ccccc34)cc21	44.0%[activator]
2	O=C(C1CCCC1)N1CC2CC(C1)[C@H]1CCCC(=O)N1C2 (stereo partly drawn)	-3.0%
3	Cn1nccc1C(=O)N1CCCN(S(C)(=O)=O)c2ccccc21	-13.2%
4	Cc1ccccc1CNC(=O)C1CCCN(C(=O)c2ccccc2)CCC(=O)NCC1 (stereo not drawn)	0.2%
5	CCOc1ccc(C(=O)N2CCN(c3cc(-c4ccc(Cl)cc4)[nH]n3)CC2)cc1OCC	?
6	CCc1cccc(NC(=O)CC2CCCN(c3cn[nH]c(=O)c3)C2)c1 (stereo not drawn)	6.9%
7	CCCNC(=O)c1ccc(Cn2c(=O)c3cccn3c3cccnc32)cc1	5.6%
8	O=C(c1ccccc1)N1CCC(N(Cc2cccnc2)C2CCOCC2)CC1	?
9	COC(=O)CNC(=O)c1cc(-c2ccc([S+](C)(=O)[O-])cc2)c2cccn2n1	?
10	Cc1cccc(C)c1NC(=O)c1nc(S(C)(=O)=O)ncc1N(Cc1ccc(C(C)(C)C)cc1)Cc1ccco1	?
11	O=C(CC[C@H]1NC(=O)c2ccccc2NC1=O)Nc1nnc(Cc2ccccc2)s1	-4.4%
12	Cc1ccc(OCC(=O)NCCC2CCN(C(=O)Nc3ccccc3F)CC2)cc1	?
13	COc1ccc2c(Sc3ccc(C)cc3)c(C(=O)NCCc3ccccc3)[nH]c2c1	-2.4%
14	Cc1cccc(C)c1NC(=O)Cn1c(=O)n(Cc2ccccc2)c(=O)c2c(C)c(C(=O)N(C)C)sc21	8.91µM*
15	CC(C)C1=NOC2(CCCN(C(=O)c3ccc4c(c3)OCO4)C2)C1 (stereo not drawn)	18.3%
16	O=C(Cn1c2ncccc2c(=O)n1-c1ccccc1)NCc1ccccc1Cl	-5.2%
17	Cc1nsc(NC(=O)N2CCCN(c3ccccc3)CC2)n1	-8.0%
18	CCn1cc(CN2C[C@@H](COC)[C@H](C(=O)N(C)C)C2)cn1	7.4%
19	CNC(=O)NC[C@H]1CCN(Cc2cccc(F)c2F)C[C@H]1N(C)C	-3.5%
20	CCN1c2cc(C(=O)Nc3ccccc3)ccc2C(=O)N2CCCCC21 (stereo not drawn)	i
21	Cc1ccc(NS(=O)(=O)c2ccc3[nH]c4c(c3c2)CCCCCC4)cc1Cl	-24.5%
22	CC(C)(C)c1nnc([C@H]2CCN(C(=O)CCC(=O)O)C2)o1	20.6%[44.1 µM]
23	CCOc1ccc(-c2nnc(SCC(=O)Nc3cccc(OC)c3)nc2-c2ccc(OCC)cc2)cc1	?
24	COCCN1C(=O)CC[C@]2(C(=O)NCc3cccc(C)c3)CCCC[C@@H]12	-16.4%
25	COc1ccccc1CNC(=O)c1ccc(CS(=O)c2ccccc2Cl)o1 (stereo not drawn)	4.2%
26	O=C(NCc1cccnc1)c1nc(-c2ccc(Cl)cc2)c2ccccn12	?
27	Cc1cnc(-c2cccnc2)n1CC1CCN(CC2CC2)CC1	-14.6%
28	Cn1cccc1C(=O)NC1CCCN(c2cc(-c3ccc(F)cc3)[nH]n2)C1 (stereo not drawn)	i
29	COC(=O)C(CCSC)NC(=O)c1cc2c(n(-c3ccc(OC)cc3)c1=O)CC(C)(C)CC2=O (stereo not drawn)	?
30	COc1ncccc1-c1cnc2[nH]cc(CC(=O)Nc3nc(C)cs3)c2c1	?
31	CCn1cc(-c2ccncc2)cc1C(=O)NCc1ccc(OC(C)C)cc1	?
32	COc1ccc2nc(NC(=O)c3cc(=O)c4cc(C)c(C)cc4o3)sc2c1	40.8%[activator]
33	COC[C@@H]1CN(C(=O)c2nccc3ccccc23)C[C@H]1c1ccncc1	?
34	Cc1ccc(C#N)c(NCc2cccnc2N2CCN(c3ccccn3)CC2)n1	?
35	Cc1ccc(C)c(NC(=O)Cn2c(=O)n(CC(=O)NCCc3ccccc3)c(=O)c3ccccc32)c1	43.2%[activator]
36	COc1ccc(-c2cc(C(F)(F)F)nc(SCCC(=O)Nc3ccc(F)cc3F)n2)cc1	?
37	OCCc1cc(CC2(N(CC3CC3)CC3CC3)COC2)no1	8.9%[44.1 µM]
38	O=c1[nH]nc2n1CCC(NS(=O)(=O)c1cccc3cccnc13)CC2 (stereo not drawn)	36.4%[activator]
39	COc1cccc(NC(=O)CSc2nc(=O)n(Cc3cccnc3)c3c2CCC3)c1	12.1%
40	CCSc1nnc(NC(=O)c2cccn(Cc3ccc(Cl)cc3)c2=O)s1	1.4%
41	CCn1ncc(N2CCCC(CC(=O)NCCc3cccs3)C2)cc1=O (stereo not drawn)	i
42	CC[C@H]1CN(C(=O)c2ccccc2)CC[C@H]1CC(=O)NCc1ccc(F)cc1	?
43	N[C@@H]1CCN(Cc2cccc(Oc3ccc(F)cc3)c2)C[C@H]1O	?
44	CN1CCCC1c1nc(C2CN(S(=O)(=O)c3ccc(C#N)cc3)C2)no1 (stereo not drawn)	?
45	Cc1ccc(C(=O)N2CCN(C(=O)c3nnn4c3COC(c3ccc(Cl)cc3)C4)CC2)cc1F (stereo not drawn)	?
46	Cc1nc2n(c1C(=O)Nc1nccs1)CCC(Nc1ccccc1)C2 (stereo not drawn)	i
47	COc1cc(C(=O)N(Cc2ccc(C(C)C)cc2)C2CCS(=O)(=O)C2)cc(OC)c1OC (stereo not drawn)	13.7%
48	COc1cncc([C@@H](NC(=O)Cc2ccsc2)C2CC(O)C2)c1 (stereo partly drawn)	-14.0%
49	CC(C)CNC(=O)N1CCCOCCNC(=O)[C@@H]2CCC[C@@H]21	33.6%
50	O=S(=O)(NCC(c1ccccc1)N1CCc2ccccc21)c1ccc(Cl)cc1 (stereo not drawn)	0.8%

Ordered by SMILES length (ascending): part of the list above
No.	canonical_smiles	Pf Dd2 growth
50	O=S(=O)(NCC(c1ccccc1)N1CCc2ccccc21)c1ccc(Cl)cc1 (stereo not drawn)	0.8%
33	COC[C@@H]1CN(C(=O)c2nccc3ccccc23)C[C@H]1c1ccncc1	?
36	COc1ccc(-c2cc(C(F)(F)F)nc(SCCC(=O)Nc3ccc(F)cc3F)n2)cc1	?

Continued:
No.	canonical_smiles	Pf Dd2 growth
51	COc1ccccc1C(=O)N1CC(Oc2ccc(-c3nc(-c4ccccc4)no3)cc2)C1	19.5%[5.79 µM]
52	Cc1nnc2n1CCC(NC(=O)NCc1ccco1)CC2 (stereo not drawn)	19.8%
53	COc1ccc(CN2CCC3(CC2)C(C(=O)O)CC(=O)N3C)cc1Cl (stereo not drawn)	2.6%
54	Cn1cccc1CN1CCn2c(nn(-c3ccc(Cl)cc3)c2=O)C1	-20.4%
55	COc1ccc(-c2cc(N3CCCC(NC(=O)c4ccc(F)cc4F)C3)n[nH]2)cc1 (stereo not drawn)	-18.9%
56	N#Cc1ccc(CN2CC[C@H](c3nnc(Cc4ccccc4)o3)C2)cc1	i
57	Cc1cc(N2CCN(C(=O)CCCS(N)(=O)=O)CC2)cc(C)n1	-5.0%
58	Cc1ccc(-n2c(SCc3cccc(F)c3)nc3[nH]ncc3c2=O)cc1C	?
59	O=C(O)Cc1sc(Nc2ccc(C(=O)O)cc2)nc1-c1ccccc1	9.0%
60	CC1(c2ccccc2)N(Cc2ccccc2)C(=O)OC12CCN(c1ccncc1)CC2 (stereo not drawn)	?
61	COc1ccc(CC(=O)N2CCc3cn(C)c4cccc(c34)C2)cc1	-26.5%
62	O=C(c1ccc(Cl)cc1Cl)N1CCC(c2nnc3n2C(C(=O)N2CCN(c4ncccn4)CC2)CC3)CC1 (stereo not drawn)	-4.5%
63	CCCCNC(=O)C1CCCN(c2nnc(C)c3c(C)n(-c4ccc(Cl)cc4)nc23)C1 (stereo not drawn)	-16.0%
64	O=C(Nc1ccc(F)cc1Cl)C1CCN(c2ncnc3c2nc2n3CCCCC2)CC1	2.82µM*
65	Cc1ccc(C)c(NC(=O)C2CCN(c3cc(C(F)(F)F)ncn3)CC2)c1	i
66	CC(=O)Nc1cccc(NC(=O)Cn2cnc3c2c(=O)n(C)c(=O)n3C)c1	14.8%
67	C=C[C@H]1CN2CC[C@H]1C[C@@H]2CNCc1ccc2c(c1)OCO2	?
68	COCCCNc1oc(/C=C/c2cc(OC)c(OC)c(OC)c2)nc1C#N	-17.9%
69	CN1C[C@H](NCc2nccs2)CCC[C@@H](C(=O)NC2CCOCC2)CC1=O	15.8%[44.1 µM]
70	COCCn1c(C)cc(O)c(C(c2ccccc2Cl)N2CCCCC2)c1=O (stereo not drawn)	i
71	COc1ccc(C)cc1NC(=O)CN1C(=O)NC2(CCC(C)CC2)C1=O (stereo not drawn)	i
72	COc1ccc(F)cc1CN1CCCC(CO)(CC2CC2)C1 (stereo not drawn)	?
73	O=C(NCc1cccc(F)c1)C1CCN(C(=O)c2ncn3c2COC(c2ccccc2)C3)CC1 (stereo not drawn)	-3.2%
74	CCOC(=O)C1CCCN(c2c(C(=O)c3ccc(OCC)cc3)cnc3ccccc23)C1 (stereo not drawn)	i
75	CC(C)Cn1nc2n(c1=O)CCN(S(=O)(=O)c1ccc(C(C)(C)C)cc1)CC2	11.2µM*
76	CCCN(CC1CCOC1)C(=O)Nc1cc(Cl)ccc1C (stereo not drawn)	9.8%[5.79 µM]
77	CCCN(C)C(=O)CCc1ccnc(N2CCOCC2)c1	0.0%
78	O=C(CCn1ccc(=O)[nH]c1=O)N1CCn2nc(Cc3ccccc3)cc2C1	-9.4%
79	CCOC(=O)c1ccc(Nc2c(-c3ccc(O)cc3)nc3nc[nH]n23)cc1	-6.6%
80	COc1cc(CN2CCC3(CCN(CC4CC4)CC3)C(CO)C2)ccc1F (stereo not drawn)	8.91µM*
81	Cc1ccc(S(=O)(=O)n2nc(-c3ccccc3)nc2NCc2ccc(Cl)cc2)cc1	?
82	Cc1ccc2c(c1)-c1ncc(C(=O)c3cc(Br)ccc3O)cc1CO2	i
83	COCCn1c(C)cnc1C1CCN(C(=O)c2ccc(OC)nc2)C1 (stereo not drawn)	11.8%
84	CCOc1ccccc1CN1CCC2(CCN(C(=O)Nc3ccc(Cl)cc3)CC2)Oc2ccccc21	?
85	O=C(CS(=O)(=O)c1cccc2nsnc12)N1CCN(c2cccc(Cl)c2)CC1	i
86	CN(CC(=O)Nc1ccc(Br)cc1)S(=O)(=O)c1cccc2nsnc12	-11.6%
87	Cc1ccc(C(=O)N2C[C@@H](N)C[C@H]2C(=O)NC(C)C)cc1N1CCNC1=O	0.7%
88	O=C(Cn1cc(SCc2ccc(Cl)cc2)c2ccccc21)N1CCOCC1	?
89	CCc1ccc(C(=O)N2CCC(N3C(=O)CCC3C(=O)NC(C)C)CC2)cc1 (stereo not drawn)	-12.5%
90	CCN(C(=O)CSc1nc2ccccc2nc1Cc1ccc(F)cc1)c1cccc(C)c1	?
91	O=C(c1cnn(-c2ccc(F)cc2)c1-n1cccc1)N1CCN(c2cccc(Cl)c2)CC1	14.3%
92	Cc1cc(C)cc(OCC(=O)N(Cc2cccs2)c2ccc(Cl)cc2)c1	-11.9%
93	O=C(NC1CCCCC1)[C@@H]1Cc2nc[nH]c2CN1Cc1ccc(Cl)cc1	12.6µM*
94	C[C@@H](NC(=O)C[C@@H]1[C@H](O)CC[C@@H]2[C@](C)(CO)[C@H](O)CC[C@]21C)c1ccccc1	17.5%[44.1 µM]
95	CCn1c(CN2CCCCC2)nc2cc(NC(=O)c3cc(OC)c(OC)c(OC)c3)ccc21	?
96	COc1ccc(N2CCN(C(=O)CN3C(=O)CSc4c3c(C)nn4-c3ccccc3)CC2)cc1	30.4%
97	COCc1noc([C@@H]2CN(C(=O)CC3=CCCCC3)C[C@H]2CO)n1	-4.4%
98	COc1ccc(CCNC(=O)[C@H]2CCC[C@H]2NC(=O)c2ccncc2)cc1OC	4.3%
99	CCCC(=O)N1CCC(N2C[C@H](O)C[C@H]2C(=O)NCc2cccc(OC)c2)CC1	-23.3%
100	COc1ccc(N2Cc3c(NCCOc4ccccc4)ncnc3N(C)CC2=O)cc1	-17.6%

The listing continues:
No.	canonical_smiles	Pf Dd2 growth
101	O=C(C[C@@H]1O[C@H](CNS(=O)(=O)c2ccccc2)[C@@H](O)[C@H]1O)N1CCN(c2ccc(F)cc2)CC1	i
102	CC(C)OCCCNC(=O)CCC1CCN(C(=O)c2ccccc2F)CC1	-0.4%
103	CCOCCc1nnc(NC(=O)C(=O)c2cc(C)n(-c3ccc(C)cc3C)c2C)s1	84.2%[activator]
104	COCCCNC(=O)CCCn1c(SCC(=O)c2ccc(F)cc2)nc2c(sc3ccccc32)c1=O	-17.0%
105	OC1(c2csc(CN3CCc4ccccc4C3)n2)CCN(Cc2ccccc2F)CC1	i
106	CC(C)c1ccc(NC2=N[C@H]3[C@@H](O)[C@H](O)C[C@H](C(=O)NC4CCCC4)[C@H]3S2)cc1	-21.9%[44.1 µM]
107	CCOc1ccccc1CN1CCC(Cc2nc(-c3cccnc3)n[nH]2)C1 (stereo not drawn)	?
108	Cc1ccc(CSc2ncccc2C(=O)O)cc1	1.9%
109	Cn1ccnc1C(=O)N1CCC(Oc2cccc(F)c2)C1 (stereo not drawn)	7.94µM*
110	CCCCC(=O)Nc1ccccc1C(=O)OCc1cc(=O)n2nc(C3CCCCC3)sc2n1	i
111	COc1cccc(-c2noc(CC3CCN(C(=O)c4ccc(C(C)C)cc4)CC3)n2)c1	-15.6%

Quoted at random: five records from the list, in no set order.
No.	canonical_smiles	Pf Dd2 growth
109	Cn1ccnc1C(=O)N1CCC(Oc2cccc(F)c2)C1 (stereo not drawn)	7.94µM*
107	CCOc1ccccc1CN1CCC(Cc2nc(-c3cccnc3)n[nH]2)C1 (stereo not drawn)	?
102	CC(C)OCCCNC(=O)CCC1CCN(C(=O)c2ccccc2F)CC1	-0.4%
108	Cc1ccc(CSc2ncccc2C(=O)O)cc1	1.9%
110	CCCCC(=O)Nc1ccccc1C(=O)OCc1cc(=O)n2nc(C3CCCCC3)sc2n1	i

These rows are one share of the data (hit frequency here may not be typical).
